RNase H inhibition = RNase H inhibition, HIV 1 Gag Pol polyprotein, FRET biochemical assay, screening (AID 372); HIV-1 RT RNase H, FRET RNA/DNA substrate fluorescence; higher % means a stronger effect; inhibition, % at 10 µM, or IC50 in µM where a hit was titrated; 100,000 tested, 0.77% active; in the data active = inhibition above about 50%
An asterisk follows results filed as active. The list is partial. The share of hits here may be higher or lower than overall.

SMILES	RNase H inhibition
COc1ccc(Br)c(/C=C2\NC(=S)NC2=O)c1	24%
CCOC(=O)C1=C(C)N=c2s/c(=C\c3ccc(-c4cc([N+](=O)[O-])ccc4C)o3)c(=O)n2C1c1ccc(OC)cc1OC (stereo not drawn)	15%
O=C(/C=C/c1ccc2c(c1)OCO2)NCC1CCCO1 (stereo not drawn)	15%
CCOc1ccc(C(=O)Nc2nc(-c3ccccc3)cs2)cc1Cl	14%
O=C(N/C(=C/c1cccc(Br)c1)C(=O)N1CCOCC1)c1ccccc1	5%
CCOC(=O)C1=C(C)N=c2s/c(=C/c3ccc(I)cc3)c(=O)n2C1c1ccccc1OC (stereo not drawn)	11%
COc1ccccc1CC(=O)Nc1cccc(C)c1C	0%
COC(C(=O)N1CCCCCC1)(c1ccccc1)c1ccccc1	3%
CCOc1cc(/C=C2\C(=O)NC(=O)N(c3cccc(Br)c3)C2=O)ccc1OCC(=O)O	0%
O=C(O)CN1C(=O)c2ccc(Oc3cccc([N+](=O)[O-])c3)cc2C1=O	11%
COc1ccc(S(=O)(=O)Nc2c(C)cc(O)cc2C)cc1	8%
Cc1cc(Cl)ccc1NC(=O)CCC(=O)N/N=C/c1cccc(Oc2ccccc2)c1	12%
CCOc1cccc2c1N(C(=O)Cc1ccccc1)C(C)(C)c1ssc(=S)c1-2	49%
Cc1ccc(C(=O)CC2(O)C(=O)Nc3ccccc32)cc1 (stereo not drawn)	14%
Cc1c(C(=O)NCCCC(=O)O)c(-c2ccccc2)nn1-c1ccccc1	14%
O=C(O)C1C2CCC(O2)C1C(=O)Nc1ccc2c(c1)OCO2 (stereo not drawn)	3%
CCOC(=O)C1=C(O)/C(=C/c2ccc(C(C)(C)C)cc2)N=C1C	14%
O=C1CC(c2ccccc2)CC(O)=C1C=NC1CCCC1 (stereo not drawn)	5%
Cc1cc(NS(=O)(=O)c2ccc(C)c([N+](=O)[O-])c2)ccc1Br	4%
CC(=O)CSc1nc2ccc(NC(C)=O)cc2s1	6%
COC(=O)c1ccc(N/C=C\C(=O)c2ccc(Cl)c(Cl)c2)cc1	5%
COc1cc(N=Cc2c(O)n(-c3ccc(Cl)cc3)c(=O)[nH]c2=O)cc(OC)c1	2%
CCN1C(=O)C(=Cc2ccc([N+](=O)[O-])o2)C(=O)N(CC)C1=S	27%
O=C(c1cnn2c1NC(c1ccc3c(c1)OCO3)CC2C(F)(F)F)N1CCN(C(c2ccccc2)c2ccccc2)CC1 (stereo not drawn)	13%
COc1c(Cl)ccc(Cl)c1C(=O)NCCc1ccccc1	6%
COc1ccc(NC(=O)COc2cccc(Cl)c2)c([N+](=O)[O-])c1	0%
COc1ccccc1C/C(N)=N/OC(=O)c1ccc(C)c([N+](=O)[O-])c1	11%
O=S(=O)(NCc1ccccc1Cl)c1ccc2ccccc2c1	6%
CC1(C)CC(NC(=O)c2ccco2)CC(C)(CNC(=O)c2ccco2)C1 (stereo not drawn)	8%
CCOc1ccc(C(=O)NCCc2ccc(S(N)(=O)=O)cc2)cc1	14%

3 entries from above, reformatted.
SMILES | RNase H inhibition
O=C(O)C1C2CCC(O2)C1C(=O)Nc1ccc2c(c1)OCO2 (stereo not drawn) | 3%
CCOC(=O)C1=C(O)/C(=C/c2ccc(C(C)(C)C)cc2)N=C1C | 14%
O=C1CC(c2ccccc2)CC(O)=C1C=NC1CCCC1 (stereo not drawn) | 5%

Following part.
SMILES	RNase H inhibition
O=C1/C(=C/c2cc(I)c(OCc3ccccc3)c(I)c2)Sc2ccccc21	15%
COc1cc(C2CC(=O)NC(SCc3ccccc3)=C2C#N)cc(Br)c1O (stereo not drawn)	22%
CN(C)c1ccc(NC(=O)c2ncn[nH]2)cc1	0%
Brc1ccc(OCCCCN2CCCCC2)cc1	12%
CC1CCN(C2=NC(=O)/C(=C/c3ccccc3)S2)CC1	1%
O=C(CSCC(=O)Nc1ccc(F)c([N+](=O)[O-])c1)Nc1ccccc1	3%
COc1ccc(C2CC(=O)C3=C(C2)NC(C)=C(C(=O)OC2CCCCC2)C3c2ccc(OC)c(Br)c2)cc1 (stereo not drawn)	23%
Clc1ccccc1CN=Cc1cn(-c2ccccc2)nc1-c1ccccc1	15%
Cc1ccc([N+](=O)[O-])cc1NC(=O)C1CC1(c1ccccc1)c1ccccc1 (stereo not drawn)	24%
CCOc1ccc(N2C(=O)/C(=C/c3ccc(OC)c(Br)c3)C(=O)NC2=S)cc1	17%
CCC(CC)C(=O)Nc1c(C)cccc1C	0%
CC(C)CC(=O)N1CCN(Cc2ccccc2C(F)(F)F)CC1	1%
CCOC(=O)COc1c(C)cccc1C	3%
CN(C)CC/C(=N\O)c1ccccc1	0%
COc1ccc(-n2nc3cc(C)c(NC(=O)c4ccccc4[N+](=O)[O-])cc3n2)cc1	24%
Cc1ccc(OCC(=O)Nc2ccc(C)cc2[N+](=O)[O-])c(C)c1	11%
Cn1c(=O)c(C(=O)NCc2ccccc2Cl)c(O)c2ccccc21	15%
O=C(Oc1cccc2ccccc12)c1ccc(Cl)cc1Cl	10%
O=C1NC(=S)N(c2ccc(Br)cc2)C(=O)/C1=C/c1ccc(-c2ccc(F)cc2)o1	43%
CNC(=S)N/N=C/c1ccc(-c2cc(Cl)ccc2Cl)o1	45%
CCOc1cc(/C=C(\C#N)c2nc(-c3ccccc3)cs2)ccc1O	36%
O=C(NNc1ccc([N+](=O)[O-])cc1)c1ccc(Cl)cc1Cl	25%
O=[N+]([O-])c1ccc(N(CC(O)CN2CCCCC2)S(=O)(=O)c2ccccc2)cc1 (stereo not drawn)	9%
O=C(Nc1cc([N+](=O)[O-])ccc1Cl)c1cc(-c2ccccc2)nc2ccccc12	4%
Cc1cccc(C(=O)Nc2ccc(Cl)c(-c3nc4ccccc4s3)c2)c1	18%
CC(=O)Nc1ccc(N/C=C(\C#N)c2nc(-c3ccc(Cl)cc3Cl)cs2)cc1	8%
COC(=O)c1ccc(OC(=O)c2cccs2)cc1	11%
O=C(N[C@@H]1CSC[C@H]1OC(=O)c1ccccc1)c1ccccc1	9%
Cc1cccc(NC(=O)COc2ccc(Br)cc2Cl)c1	43%
Cc1ccc(C)c(N=Cc2cc3c(cc2[N+](=O)[O-])OCO3)c1	9%
Cc1ccc(C2/C(=C(\O)c3ccccc3)C(=O)C(=O)N2CCCC(=O)O)cc1 (stereo not drawn)	0%
CCCOC(=O)c1ccc(NC(=O)c2ccc(Br)o2)cc1	5%
CC1(C)Cc2ccccc2-c2nc(NN)n(Cc3ccccc3)c(=O)c21	9%
C=CCNC(=O)c1ccc(-c2ccc(Cl)cc2Cl)o1	9%
O=C(CCN1C(=O)S/C(=C/c2ccc(Cl)cc2)C1=O)N1CCOCC1	0%
Cc1c(C(=O)Nc2cc(Cl)c(Cl)cc2Cl)cccc1[N+](=O)[O-]	0%
NNC(=O)CSc1nc2ccccc2n1Cc1ccccc1	4%
Cc1cc(C)nc(/N=C(/N)Nc2cccc(OCc3ccccc3)c2)n1	17%
O=C(Nc1ccccc1NC(=O)c1ccccc1)c1ccccc1	0%
CC(=O)C1=C(C)NC(SCC(=O)Nc2ccccc2)=C(C#N)C1c1ccccc1Cl (stereo not drawn)	49%
CN1C(=O)/C(=C\c2ccc(-c3ccc(F)c(Cl)c3)o2)SC1=S	12%
CCN1C(=O)/C(=C\C=C\c2ccc(Br)cc2)SC1=S	1%
Cc1ccc(NS(=O)(=O)c2ccccc2)c([N+](=O)[O-])c1	21%
C/C(=N\Nc1ccc([N+](=O)[O-])cc1)c1ccc(-n2nncc2C)cc1	22%
COc1ccc2c(c1)C(C)=CC(C)(C)N2C(=O)CN1C(=O)CCC1=O	12%
CCOC(=O)C1(C)/C(=N\Nc2ccccc2OC)C(=O)C(=O)N1c1ccccc1 (stereo not drawn)	2%
O=C(O)COc1ccc(-c2ccccc2)cc1	0%
CC(=O)c1cc(F)c(N2CCN(C(=O)c3ccccc3Br)CC2)cc1C	0%
COc1ccc(-c2nnc(NC(=O)Nc3ccc(Cl)cc3)s2)cc1	31%
CCOC(=O)C1=C(C)N=c2s/c(=C\c3ccc(-c4cc([N+](=O)[O-])ccc4C)o3)c(=O)n2C1c1ccc(SC)cc1 (stereo not drawn)	16%

Following part:
SMILES	RNase H inhibition
Cc1ccc(C(N)=O)cc1S(=O)(=O)N1CCCCC1	1%
O=C(N1CCN(c2c(F)c(F)c(C(F)(F)F)c(F)c2F)CC1)C12CC3CC(CC(C3)C1)C2	7%
Cc1ccc(C23CC4CC(CC(C(=O)NCc5ccco5)(C4)C2)C3)cc1	25%
CCOc1ccc(NC(=O)C(CC(=O)O)Cc2ccc(Br)cc2)cc1 (stereo not drawn)	0%
COc1ccc(-c2ccc(/C=N/NC(=O)c3cccnc3)o2)cc1Cl	12%
CCOc1ccccc1/C=N/NC(=O)c1cccnc1	0%
Cc1cc(C)n(S(=O)(=O)c2ccc3ccccc3c2)n1	41%
COc1cccc(OC)c1C(=O)Oc1ccc(C(C)=O)cc1	8%
N#C/C(=C\c1cc2ccccc2nc1Cl)c1nc(-c2cc3ccccc3oc2=O)cs1	3%
Cc1cc(NCCO)nc(-n2nc(C)cc2C)n1	14%
CCN1C(=O)/C(=C/C=C/c2ccccc2[N+](=O)[O-])C(=O)NC1=S	8%
O=C(O)c1ccc(Br)c(S(=O)(=O)Nc2ccc(Cl)cc2)c1	9%
CCOc1ccc(N(CC(=O)Nc2cccc(C)c2)S(C)(=O)=O)cc1	17%
CCOC(=O)CCNC(=O)C(c1ccccc1)c1ccccc1	2%
COc1ccc(/C=C2\SC(=O)N(Cc3ccc(Cl)cc3)C2=O)cc1O	46%
FC(F)(F)c1cccc(NC(=S)NCc2ccc(Cl)cc2)c1	4%
COc1cc(C=O)ccc1OCCCCOc1ccc(F)cc1	12%
COc1cccc(NC(=S)NC(=O)c2cccc(F)c2)c1	16%
O=C1c2cccc3cccc(c23)C(=O)N1CCN1CCN(S(=O)(=O)c2ccc(Cl)cc2)CC1	4%
CC1=CC(C)(C)N(CN2C(=O)c3ccccc3C2=O)c2ccccc21	0%
O=C(Nc1ccccc1)N1CCc2ccccc2C1	7%
COc1cc(C)ccc1S(=O)(=O)Oc1c(Cl)cc(Cl)c2cccnc12	46%
CC(=O)Nc1ccc(CN2CCCN(C)CC2)cc1	10%
O=C1c2cccc3cccc(c23)C(=O)N1CCN1CCN(S(=O)(=O)c2ccc3ccccc3c2)CC1	7%
C=CCN1C(=O)C(Cc2cccc(C)c2)SC1=Nc1ccc(C(=O)O)cc1 (stereo not drawn)	3%
COc1cccc(OCCOc2cccc(C(F)(F)F)c2)c1	22%
COc1ccc(C(NC(=O)c2cccc(C)c2)NC(=O)c2cccc(C)c2)cc1OC	6%
Cc1ccccc1OCC(=O)Nc1cccc(-c2nc3cc(Cl)ccc3o2)c1C	15%
CCN(C(C)=O)C1=C(O)c2ccccc2C(=O)C1=O	5%
Cc1cc(C)c(OCCCCn2ccnc2)c(C)c1	12%

A draw from above in order of SMILES length, low to high:
SMILES	RNase H inhibition
O=C(Nc1ccccc1)N1CCc2ccccc2C1	7%
Cc1cc(C)c(OCCCCn2ccnc2)c(C)c1	12%
CC(=O)Nc1ccc(CN2CCCN(C)CC2)cc1	10%
COc1cc(C=O)ccc1OCCCCOc1ccc(F)cc1	12%
COc1cccc(OCCOc2cccc(C(F)(F)F)c2)c1	22%
COc1cccc(NC(=S)NC(=O)c2cccc(F)c2)c1	16%
COc1cccc(OC)c1C(=O)Oc1ccc(C(C)=O)cc1	8%
FC(F)(F)c1cccc(NC(=S)NCc2ccc(Cl)cc2)c1	4%
O=C(O)c1ccc(Br)c(S(=O)(=O)Nc2ccc(Cl)cc2)c1	9%
CC1=CC(C)(C)N(CN2C(=O)c3ccccc3C2=O)c2ccccc21	0%
COc1cc(C)ccc1S(=O)(=O)Oc1c(Cl)cc(Cl)c2cccnc12	46%
Cc1ccccc1OCC(=O)Nc1cccc(-c2nc3cc(Cl)ccc3o2)c1C	15%
C=CCN1C(=O)C(Cc2cccc(C)c2)SC1=Nc1ccc(C(=O)O)cc1 (stereo not drawn)	3%
CCN1C(=O)/C(=C/C=C/c2ccccc2[N+](=O)[O-])C(=O)NC1=S	8%
COc1ccc(C(NC(=O)c2cccc(C)c2)NC(=O)c2cccc(C)c2)cc1OC	6%
N#C/C(=C\c1cc2ccccc2nc1Cl)c1nc(-c2cc3ccccc3oc2=O)cs1	3%
O=C1c2cccc3cccc(c23)C(=O)N1CCN1CCN(S(=O)(=O)c2ccc(Cl)cc2)CC1	4%
O=C1c2cccc3cccc(c23)C(=O)N1CCN1CCN(S(=O)(=O)c2ccc3ccccc3c2)CC1	7%

(further entries)
SMILES	RNase H inhibition
CN(C(=O)c1cccc([N+](=O)[O-])c1)c1ccccc1	0%
Cc1ccccc1NC(=O)c1c(-c2cnc3ccccc3c2C(=O)Nc2ccccc2C)cnc2ccccc12	4%
O=C(CN1CCCC1=O)NC1C2CC3CC(C2)CC1C3 (stereo not drawn)	9%
O=C(NNC(=O)c1ccc(Cl)c([N+](=O)[O-])c1)c1ccccc1	0%
O=C(CC(c1ccccc1)c1cc(C(=O)N2CCOCC2)ccc1O)N1CCOCC1 (stereo not drawn)	0%
COc1cc(C=C2C(=O)NC(=S)NC2=O)ccc1OCc1ccc(Cl)cc1	26%
Nc1nonc1N/N=C/c1c(O)ccc2ccccc12	31%
Cc1ccc(NC(=O)COc2c(C)cc(Cl)cc2Cl)c([N+](=O)[O-])c1	19%
Cc1ccc2nc(-c3cccc(Br)c3)oc(=O)c2c1	6%
C=CCOc1c(Br)cc(/C=N/NC(=O)CSc2nc3ccccc3s2)cc1Br	24%
COc1ccc(N2C(=O)CC(Nc3ccc(O)cc3)C2=O)cc1 (stereo not drawn)	0%
COc1ccc(Cl)cc1NC(=O)CC(C)C	8%
COc1cccc(NC(=O)CN(c2ccc(Cl)cc2)S(C)(=O)=O)c1	13%
COC(=O)c1ccc(/C=C2/SC(=O)N(CNc3ccccc3)C2=O)cc1	6%
COc1ccc2oc(/C=C/N(C)C)c(C(=O)c3ccc(C)cc3)c2c1	16%
O=C1/C(=C\c2cccc(Br)c2)SC(=S)N1CNc1cccc([N+](=O)[O-])c1	13%
N#CC1=C(SCC(=O)Nc2ccc(Br)cc2)NC(=O)CC1c1cccs1 (stereo not drawn)	29%
CC(C)(C)c1ccc(-c2nnc(-c3ccc(Br)o3)o2)cc1	14%
COCCCNS(=O)(=O)c1ccc(F)cc1	6%
O=c1oc2ccc(Br)cc2cc1-c1csc(-c2cc3cc(Cl)cc(Cl)c3oc2=O)n1	0%
COc1ccc(NC(=O)c2cccc(I)c2)cc1Cl	24%
